IL2 activator = IL-2 activation | IL-2 activation reporter assay, cell-based qHTS; stimulated with anti-CD3/CD4/CD28 beads; in transgenic mouse T cells | activation, % (series mostly up to about 46 µM) | hit rate 0.065% among 360,000 | AID 652025; in the data active = activation above about 50%; inconclusive = mostly about 30% to 49%; note: 0% is about no effect
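First, unstimulated transgenic mouse T cells were exposed to compound for 60 min. Next, anti-CD3/anti-CD4-coated beads with anti-CD28 were added. Finally, after 18 h at 37 degrees C, EGFP and DsRed were imaged.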
EPAC1 antag = blocks human EPAC1 exchange factor; EPAC1 GEF assay, Rap1b-BODIPY-GDP exchange fluorescence; O95398; Potency, µM (highest dose often 115 µM), for the others: top-dose activity change, negative = inhibition, usual class: inhibitors; AID 720709; hit rate 0.14% among 360,000;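 note: potency is the fitted concentration of half-maximal effect; plate controls were vehicle for no effect and positive control for full effect; nearly all actives have a fitted effect of over 50% in size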
PLK1 PBD inh = inhibitors of human PLK1 polo-box domain binding; AID 720504; hit rate 2.8% among 360,000; P53350; Plk1 PBD binding of FITC phosphopeptide, fluorescence polarization; Potency, µM, for inactives: max response, negative = inhibition, most hits filed as inhibitors; note: potency is the fitted concentration of half-maximal effect; series mostly up to about 57 µM; % is set by controls: 0 for no effect and ±100 for the full control effect; nearly all actives have a fitted effect of over 65% in size
Target sequence (P53350 whole entry, looked up, the tested form may be a part): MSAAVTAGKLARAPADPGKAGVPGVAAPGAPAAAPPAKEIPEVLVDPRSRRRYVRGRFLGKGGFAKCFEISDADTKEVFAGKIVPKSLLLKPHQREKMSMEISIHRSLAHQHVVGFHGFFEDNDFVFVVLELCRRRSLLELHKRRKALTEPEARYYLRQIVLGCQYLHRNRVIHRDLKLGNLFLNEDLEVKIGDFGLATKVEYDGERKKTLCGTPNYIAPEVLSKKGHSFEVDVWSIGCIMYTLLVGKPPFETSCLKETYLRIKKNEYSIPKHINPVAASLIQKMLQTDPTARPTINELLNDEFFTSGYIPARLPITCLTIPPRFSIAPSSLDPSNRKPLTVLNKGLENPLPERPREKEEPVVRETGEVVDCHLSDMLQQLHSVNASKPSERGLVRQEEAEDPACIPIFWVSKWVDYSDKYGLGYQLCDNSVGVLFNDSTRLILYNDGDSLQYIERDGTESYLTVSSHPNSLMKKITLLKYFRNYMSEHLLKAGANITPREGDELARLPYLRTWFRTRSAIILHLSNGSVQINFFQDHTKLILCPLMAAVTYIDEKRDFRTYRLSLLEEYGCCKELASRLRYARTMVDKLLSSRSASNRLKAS
EPAC1 ag = agonists of human EPAC1 | O95398 | EPAC1 agonist qHTS, biochemical assay; response scale: 100% = response to 6.5 mM cAMP | hit rate 0.073% among 360,000 | Potency, µM (highest dose often 154 µM), without a hit: top-dose activation, most hits filed as activators; note: potency is the fitted concentration of half-maximal effect; nearly all actives have a fitted effect of over 60% in size
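Fluorescent GDP-exchange assay: 100 nM EPAC1 with 250 nM Rap1B preloaded with BODIPY-GDP and 50 uM GDP; compounds tested as concentration series, 5 min at room temperature, then read every 5 min for 30 min (ex 480/em 540 nm); normalized to 6.5 mM cAMP.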
PTHR1 agonist = agonists of human PTHR1 parathyroid hormone receptor | Potency, µM (series often up to 115 µM), inactives show top-dose activation, actives largely listed as activators | HEK293 GP2 PTHR1 cells, GloSensor cAMP luminescence, 1 h | hit rate 0.075% among 410,000 | Q03431; note: potency is the fitted concentration of half-maximal effect; nearly all actives have a fitted effect of over 55% in size; some results filed as inactive show a strong effect at the top dose; inactives centre near -15; many of its hits are not listed in these tables
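HEK-293-derived GP2 cells expressing PTHR1 and a GloSensor cAMP reporter, 3,000/well, plated overnight, given luciferin plus IBMX (each 0.5 mM as added) for 1 h at 37 °C, then compound for 1 h at 37 °C. Luminescence was read after 15 min at room temperature.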
GLP-1R inv ag = acts as inverse agonist at human GLP-1 receptor. HEK293 GLP-1R CRE-luciferase, luminescence, 24 h; GLP-1R form is constitutively active. Potency, µM (highest dose often 38.3 µM), for the others: top-dose activity change, negative = inhibition, hits mostly inhibitors. hit rate 1.6% among 410,000. AID 624417; note: potency is the fitted concentration of half-maximal effect; % is set by controls: 0 for no effect and ±100 for the full control effect; nearly all actives have a fitted effect of over 55% in size
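qHTS in 1536-well format: reporter HEK293 cells expressing constitutive GLP-1R activity in DMEM + 10% Nu serum, 24 hr with compounds at 37 deg C, luminescence read after 12 min with detection reagent.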
HEK293 tox = cytotoxic in the GLP-1 receptor inverse agonist counter-screen. Potency, µM (top dose mostly 38.3 µM), for inactives: at the top dose activity change, negative = inhibition, usual class: inhibitors. hit rate 0.13% among 410,000. HEK293 cAMP-luciferase reporter cells, luminescence, 24 h;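 note: loss of luciferase light is scored as toxicity; potency is the fitted concentration of half-maximal effect; % is set by controls: 0 for no effect and ±100 for the full control effect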
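Step one: seed cells (200 cells/uL, DMEM with 10% Nu serum, 1% pen-strep). Step two: 12-hour incubation at 37 deg C. Step three: pin 23 nL compound, incubate 24 hr. Step four: add luciferase reagent, read luminescence 12 min later.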
PI5P4Ka inh = PI5P4K alpha (human) kinase inhibition; P48426; PI5P4Kalpha enzyme, ADP-Glo luminescence, 60 min; stronger effect = lower value; max response, %; hit rate 1.2% among 330,000; AID 652105; active = max response of -50% or lower; inconclusive = between -30% and -50%; inactive = -30% or higher; note: value at the top dose of about 77 µM; % is set by controls: 0 for no effect and ±100 for the full control effect
Target sequence (P48426 whole entry, looked up): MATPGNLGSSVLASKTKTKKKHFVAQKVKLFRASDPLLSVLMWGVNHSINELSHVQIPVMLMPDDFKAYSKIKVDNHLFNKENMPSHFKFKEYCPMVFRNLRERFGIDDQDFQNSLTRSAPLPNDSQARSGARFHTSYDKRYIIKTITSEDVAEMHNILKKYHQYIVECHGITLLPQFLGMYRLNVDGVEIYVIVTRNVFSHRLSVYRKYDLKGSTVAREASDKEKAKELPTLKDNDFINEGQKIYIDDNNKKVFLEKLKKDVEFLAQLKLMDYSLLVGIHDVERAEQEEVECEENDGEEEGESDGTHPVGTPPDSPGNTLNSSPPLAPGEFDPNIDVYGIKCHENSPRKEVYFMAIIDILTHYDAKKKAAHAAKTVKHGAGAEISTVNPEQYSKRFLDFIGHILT
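Compounds were pin-transferred onto PI5P4Kalpha and substrate in HEPES pH 7.4 buffer with EGTA, CHAPS and 5% DMSO. ATP (5 microM final) started the reaction, which ran 60 minutes at room temperature before ADP-Glo detection.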
GLP1R ag = GLP-1 receptor (human) agonism | P43220 | HEK293 GLP-1R CRE-luciferase, luminescence, 4-6 h; cells express a hypersensitive GLP-1R form | Potency, µM (top dose mostly 45.6 µM), for the others: top-dose activation, hits mostly activators | hit rate 0.007% among 380,000 | AID 624172; note: potency is the fitted concentration of half-maximal effect; % of control where 0% means no effect
Active calls of the source: *; i = inactive; ? = inconclusive; . = no result given; & = joins results of further samples; [ ] = remark or other dose. Unless noted, calls come from the whole dose curve; as a rule, active = well fitted curve in the direction sought with a large enough effect; inconclusive = small, poorly fitted or top-dose-only effect, or another doubt; inactive = no such curve, though single readings can be large; an effect the other way counts as inactive or inconclusive. These rows are one share of the data, so the mix of outcomes need not match the whole.

SMILES	IL2 activator	EPAC1 antag	PLK1 PBD inh	EPAC1 ag	PTHR1 agonist	GLP-1R inv ag	HEK293 tox	PI5P4Ka inh	GLP1R ag
O=C(NC1CCCCC1)C(c1cccnc1)N(C(=O)CCl)c1ccc(F)cc1 (stereo not given)	-1.2	-20%	-7%	5%	-22%	?	?	1	-20%
CC(C)OC(=O)c1cc2ccccc2[nH]1	-2.0	2%	3%	3%	i	0%	-17%	.	6%
Cc1[nH]c2ccccc2c1C(=O)C(=O)NCc1nnnn1-c1cccc(F)c1	2.7	0%	-8%	-7%	6%	9%	2%	-1	0%
CCCn1nc(C(=O)OCC(=O)c2ccc3c(c2)NC(=O)CO3)c2ccccc2c1=O	-0.8	-12%	-3%	0%	-20%	12%	0%	0	-7%
CSc1nc(C)c(Oc2ccccc2)c(=O)n1C	-2.6	-8%	-8%	2%	-7%[57.5 µM]	5%	-15%	9	8%
COc1ccccc1NC(=O)/C=C\C(=O)O	0.4	2%	?	0%	i	-16%	2%	0	-6%
CCOC(=O)c1c(Nc2ccccc2OCCOC)n[nH]c1C	-1.6	-8%	-15%	-3%	i	11%	4%	-1	10%
CCC(C(=O)OCC(=O)Nc1ccc(Cl)c(S(=O)(=O)N(C)C)c1)c1ccccc1 (stereo not given)	-1.1	-18%	-7%	-2%	-56%[inhibitor]	-81%	14%	13	-16%
CC(C)[C@@H](NC(=O)OC(C)(C)C)C(=O)NCC1CCC(C(=O)N[C@@H](Cc2ccccc2)C(=O)O)CC1 (stereo not given in full)	-4.3	16%	4%	2%	9%	4%	-3%	-1	0%
Cn1nc(C(C)(C)C)cc1C(=O)N1CCCCC1c1cc(C(=O)Nc2ccc3c(c2)OCO3)no1 (stereo not given)	-0.7	-5%	-7%	-4%	-20%	?	-11%	1	-1%
O=[N+]([O-])c1ccc(N2CCCC2)nc1	1.5	21%	-4%	1%	i	24%	2%	3	7%
CCOc1ccc(C(=O)C2CCN(CC(=O)Nc3nccs3)CC2)cc1	-0.5	8%	-10%	14%	-8%	?	-9%	1	14%
CCOc1ccccc1NC(=O)NC1CCCc2ccccc21 (stereo not given)	-2.8	15%	-7%	10%	-16%	?	4%	2	9%
COc1cc(C(=O)NCCNc2nc3c(C)c(C)ccc3cc2C#N)cc(OC)c1OC	-0.7	16%	-5%	8%	-29%	14%	3%	0	0%
Brc1ccc(OCc2nc(-c3ccccn3)n[nH]2)cc1	-1.9	0%	-9%	15%	-7%	?	-13%	-3	2%
CC(C)(C)OC(=O)NC1CC2CCCC(C1)N2Cc1ccccc1 (stereo not given)	3.4	30%	-8%	-5%	-25%	-11%	-5%	-5	6%
Cc1ccc(N(Cc2ccccc2)C(=O)c2ccc(Cl)c(S(=O)(=O)N3CCOCC3)c2)cc1	-4.3	-6%	2%	13%	-31%[inhibitor]	11µM*	8%	0	2%
CC(NC(=O)c1cccnc1)c1ccc2c(c1)OCO2 (stereo not given)	1.0	-12%	3%	7%	i	7%	10%	.	5%
CC(C)n1cc(C(=O)NC2CC(C)(C)Cc3c2cnn3-c2ccccc2)cn1 (stereo not given)	-3.5	7%	-2%	-1%	-7%	-15%	6%	-2	2%
Brc1ccccc1OCCCCN1CCCCC1	0.6	1%	2%	-2%	24%	-6%	14%	2	-3%
CC(Sc1nnc(-c2ccccc2Br)o1)C(=O)N1CCOCC1 (stereo not given)	-0.8	-9%	-3%	7%	-1%	18%	0%	11	3%
COc1ccc(C(=O)n2c(SC)nc3cc4c(cc32)OCCO4)cc1	-1.9	-17%	-9%	15%	-9%[57.5 µM]	0%	3%	.	0%
COc1ccc(S(=O)(=O)N(C)C[C@H]2Oc3c(NC(=O)Nc4c(C)noc4C)cccc3C(=O)N([C@@H](C)CO)C[C@H]2C)cc1	-0.3	-1%	-16%	8%	i	16%	3%	-22	4%
CC(C)(CNC(=O)c1ccc(S(=O)(=O)Nc2ccc(Cl)cc2)cc1)N1CCOCC1	0.4	-5%	-4%	9%	-16%	?	5%	3	4%
CCN1Cc2cccc(C(=O)Nc3ccc(F)cc3)c2C1=O	.	.	.	.	-16%	7%	27%	.	5%

GLP-1R inv ag, what is marked active above.
Structure	IL2 activator	EPAC1 antag	PLK1 PBD inh	PTHR1 agonist	GLP-1R inv ag	PI5P4Ka inh	GLP1R ag
Cc1ccc(N(Cc2ccccc2)C(=O)c2ccc(Cl)c(S(=O)(=O)N3CCOCC3)c2)cc1	-4.3	-6%	2%	-31%[inhibitor]	11µM*	0	2%

(further entries)
SMILES	IL2 activator	EPAC1 antag	PLK1 PBD inh	EPAC1 ag	PTHR1 agonist	GLP-1R inv ag	HEK293 tox	PI5P4Ka inh	GLP1R ag
O=C1C(=O)N(c2ccccn2)C(c2cccc(F)c2)/C1=C(/O)c1ccccc1 (stereo not given)	0.0	-7%	-8%	-6%	-18%	13%	3%	4	1%
CC1CCN(C(=O)CSc2nnc3ccccn23)CC1	2.6	16%	-1%	-3%	19%	14%	0%	1	-6%
CSc1ncc(C(=O)Nc2ccc(Cl)cc2)c(C)n1	2.5	13%	-11%	3%	-5%	-22%	-11%	-3	18%
N#Cc1c(NCc2ccccc2)ccnc1NCc1cccnc1	-5.0	17%	-4%	-5%	-7%	?	-29%	-1	2%
COc1ccc(CCNC(=O)CSc2nc(O)c(CCC(C)C)c(=O)[nH]2)cc1OC	-0.3	7%	-7%	1%	i	-2%	-26%	.	0%
CC(C)C(NC(=O)c1ccc(C(C)(C)C)cc1)C(=O)N1CCC(C(N)=O)CC1 (stereo not given)	6.2	10%	-4%	11%	i	6%	-14%	0	12%
COc1ccccc1Sc1nc(-c2ccccn2)ncc1OC	-1.9	12%	3%	-6%	i	?	?	7	-5%
COc1cccc(CN(C(=O)c2ccco2)C2CCS(=O)(=O)C2)c1 (stereo not given)	-2.0	4%	-15%	-2%	-1%	3%	-11%	1	-4%
CC(C)(C)NC(=O)CN(C(=O)CS(=O)CC(=O)Nc1ccc(F)cc1)c1ccc(Cl)cc1 (stereo not given)	-0.4	12%	-9%	0%	-5%[57.5 µM]	-29%	-14%	.	-9%
NC(=O)c1cc2ccc(O)cc2oc1=NCc1ccccc1	1.6	15%	12µM*	19%	i	37%[activator]	i	.	-10%
CCCCNc1c(-c2ccc(-c3cccc(Cl)c3)cc2)nc2ccccn12	-0.4&0.2	-20%&-11%	-3%	7%&-6%	-52%[inhibitor]	?	30%[activator]	3&3	6%
CN(C)S(=O)(=O)c1cccc(-c2cn3ccccc3n2)c1	-0.2	-7%	-11%	-3%	i	26%	-3%	-5	25%
O=C(NC1CCN(C(=O)NCc2ccccc2)CC1)c1ccco1	0.4	13%	-1%	-2%	i	9%	-3%	.	1%
CC(OC(=O)[C@@H](NS(=O)(=O)c1ccccc1)C(C)C)C(=O)c1c(N)n(C)c(=O)n(C)c1=O (stereo not given in full)	-2.4	-4%	-1%	2%	i	-7%	-28%	2	-5%
Cn1c(SCC(=O)c2ccccc2)ncc(C(=O)Nc2ccccc2)c1=O	2.9	0%	-13%	6%	-2%	-7%	-2%	1	-2%
O=P(COCCCCCOCP(=O)(c1ccccc1)c1ccccc1)(c1ccccc1)c1ccccc1	0.8	-6%	3%	-5%	-71%[inhibitor]	?	?	0	11%
COc1cccc(-c2oc3c(c2C(=O)OCCN2CCCCC2)C(O)CCC3)c1 (stereo not given)	-0.4	8%	-4%	0%	i	-13%	-14%	4	-3%
CC1CCCCC12NC(=O)N(CC(=O)Nc1ccccc1-c1ccccc1)C2=O (stereo not given)	-2.0	5%	-2%	13%	-4%	?	8%	1	2%
O=C(COc1ccccc1-c1ccccc1)NCc1cccc(Cl)c1	-0.5	2%	3%	0%	-18%	?	1%	21	2%
CCN1CCN(C(=O)CCCn2c(C)c3cnn(-c4ccccc4)c(=O)c3c2C)CC1	1.9	-6%	-14%	-18%	i	-4%	3%	-2	-1%
CC1(C(=O)NCC2CCCCC2)CCN1CCc1ccccc1 (stereo not given)	-0.5	-4%	-3%	-5%	i	?	-6%	-4	8%
Cc1ccc(OCCC(=O)OCC(=O)Nc2ccc(C)cc2Cl)cc1	-2.2	10%	-4%	-1%	i	10%	-13%	8	6%
COc1ccc(C(=O)NNC(=S)NC(=O)c2ccc(OC)cc2)cc1	0.9	11%	-2%	-9%	-14%	-7%	-13%	0	0%
CCc1c(C)nc2ncnn2c1N1CCN(S(=O)(=O)c2ccc(OC)cc2)CC1	-0.8	9%	-2%	-1%	-18%	1%	1%	0	12%
Cc1ccc(N/C(=C\C(=O)c2ccccc2)C(=O)O)cc1	3.8	20%	-6%	10%	i	-1%	5%	-7	5%

Some of these compounds in order of their number in GLP-1R inv ag, low to high:
mol | GLP-1R inv ag
COc1cccc(-c2oc3c(c2C(=O)OCCN2CCCCC2)C(O)CCC3)c1 (stereo not given) | -13%
Cn1c(SCC(=O)c2ccccc2)ncc(C(=O)Nc2ccccc2)c1=O | -7%
CCN1CCN(C(=O)CCCn2c(C)c3cnn(-c4ccccc4)c(=O)c3c2C)CC1 | -4%

The results go on:
SMILES	IL2 activator	EPAC1 antag	PLK1 PBD inh	EPAC1 ag	PTHR1 agonist	GLP-1R inv ag	HEK293 tox	PI5P4Ka inh	GLP1R ag
CCCc1cc(=O)oc2cc(C)cc(OCC(=O)NC3CC3)c12	-2.1	-10%	-15%	-7%	i	42%[activator]	-3%	-2	1%
COc1ccc(C)cc1S(=O)(=O)N(CC(=O)Nc1cccc([N+](=O)[O-])c1)c1cc(C)cc(C)c1	-1.2	1%	-1%	2%	-2%[57.5 µM]	-17%	-6%	.	-5%
O=C(CN1CCN(CC(=O)Nc2ccc3c(c2)OCO3)CC1)Nc1ccc(F)cc1	-0.4	6%	-1%	-9%	-10%	-9%	-2%	3	-10%
Cc1ccc2c(c1)N(CC(=O)NCCc1ccccc1)C(=O)c1cccnc1O2	-0.1	-1%	-3%	4%	i	-9%	4%	-1	-1%
COc1ccc(C)cc1NC(=O)C12CCC(C)(C(=O)O1)C2(C)C (stereo not given)	1.8	11%	-2%	5%	i	-14%	76%	2	12%
CCN(C(=O)COC(=O)CNC(=O)c1ccc(C)s1)c1ccccc1	-0.2	-7%	-6%	12%	-4%	9%	-10%	-14	1%
